From PubChem BioAssay
Pf Dd2 growth: qHTS Primary assay for Inhibitors of Plasmodium falciparum Dd2 growth in vitro. AID 1347417, 2020. Potency, µM (series often up to 28.9 µM), without a hit: top-dose activity, negative = inhibition, usual class: inhibitors. hit rate 4.3% among 120,000. P. falciparum Dd2 growth, SYBR Green, 72 h; active = well fitted inhibition curve with a large enough effect; inconclusive = small, poorly fitted or top-dose-only effect; inactive = no such curve, though single readings can be large or run the other way;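 note: plate controls were DMSO vehicle for no effect and reference drug for full effect; nearly all actives have a fitted effect of over 65% in size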
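Infected erythrocytes (Dd2, 0.3% parasitemia, 2.5% hematocrit final) are added to compound in RPMI-1640/Albumax II medium, grown 72 h at 37C in low oxygen, then lysed with saponin/Triton-X containing SYBR Green and read by fluorescence.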
* = called active by the depositor; i = inactive; ? = inconclusive; [ ] = dose if it differs, or a comment. Potency is the fitted concentration of half-maximal effect. Some of the compounds tested, so the mix of outcomes need not match the whole.

SMILES	Pf Dd2 growth
COc1ccc(NC(=O)Cn2nc3n(c2=O)CCCC3)cc1Cl	?
Cc1ccc(NC(=O)Cn2ccn3nc4c(c3c2=O)CCCCC4)cc1	-24%
O=C(Cn1c(=O)oc2cc(S(=O)(=O)N3CCCCCC3)ccc21)Nc1cccc(C(F)(F)F)c1	i
CCCN(CCC)CCCNC(=O)Cn1ncn2c(cc3sc(CC)cc32)c1=O	?
O=C(CN1C(=O)COc2ccc(Cl)cc21)Nc1cccc(F)c1	?
Cc1ccc(-c2ncc(C(=O)Nc3ccccc3C)c(-c3ccncc3)n2)cc1	-16%
Cc1ccc(N(CC(=O)N2CCN(c3ccc(F)cc3)CC2)S(=O)(=O)c2c(C)noc2C)cc1	?
COc1cc(NC(=O)c2c3c(nc4ccccc24)C(=O)N(C2CCCCC2)C3)cc(OC)c1	i
Cc1cc(Nc2sc(C(=O)c3ccc(F)cc3)c(N)c2C(=O)Nc2ccc(F)cc2)ccc1Cl	?
Cc1ccc(CNC(=O)CC2Oc3ccc(Cl)cc3NC2=O)cc1 (stereo not drawn)	-11%
O=C(C(=O)N1CCc2[nH]nc(-c3cccc4ccccc34)c2C1)c1cccnc1	-27%
Cc1n[nH]c(C)c1CNC(=O)C1CCN(c2cn[nH]c(=O)c2)C1 (stereo not drawn)	-4%
O=C(NCc1nnc2n1C(C(=O)NC1CC1)CC2)c1ccncc1 (stereo not drawn)	18%
CCOc1ccc(C(=O)N2CC(c3nnc(C(C)C)o3)C3(CCOCC3)C2)cc1 (stereo not drawn)	i
Cc1ccc(OCc2nc(C3CN(C(=O)C4CCCO4)C3)no2)cc1 (stereo not drawn)	8%
COc1ccc(NC(=O)CN2C(=O)C(C)N=C(c3ccccc3F)c3cc(Cl)ccc32)c(OC)c1 (stereo not drawn)	?
O=C1Nc2ccc(Br)cc2C(=O)N2CCN(C(=O)c3ccccc3)C[C@H]12	i
COc1ccc(C(=O)N2CCCC2c2noc(COc3ccc(F)cc3)n2)cn1 (stereo not drawn)	13%
Cc1ccccc1C(=O)N1CCC(c2nc3ccccc3s2)CC1	1.3µM*
COc1ccc(OC)c(NC(=O)c2cnc(N3CCCCC3)c3ccccc23)c1	-14%
Cn1cc(S(=O)(=O)N2CCCCCC2)cc1C(=O)N1CCN(c2ccc(F)cc2)CC1	?
CN[C@H](C(=O)N[C@@H]1C=C(C(=O)N[C@H](CC(C)C)C(N)=O)C[C@@H](O)[C@@H]1O)C(C)C	4%[44.1 µM]
Cc1ccccc1CN1CCC2(CC1)OCCN(CCc1ccccc1)C2=O	-9%[44.1 µM]
COc1ccc(C2=C(C)C(=O)N(Cc3ccc(C(=O)Nc4cccc(F)c4)cc3)S2(=O)=O)cc1	i
O=C(c1cnccn1)N1C[C@@H]2C[C@H](C1)c1ccc(-c3cccc(C(F)(F)F)c3)c(=O)n1C2	-9%
COc1cccc(CNC(=O)c2ccc3c(c2)N(Cc2ccc(F)cc2Cl)C(=O)c2ccccc2S3)c1	11µM*
O=C(c1ccc(Cl)cc1)N1CC2(CCCN2C2COC2)Cc2ccccc21 (stereo not drawn)	?
CC(C)c1cc(C(=O)N2CCN(C)[C@@H]3CS(=O)(=O)C[C@@H]32)nc2ncnn12	-3%
OC1CC(c2cc(N3CCC(CCn4cccn4)CC3)ncn2)C1 (stereo not drawn)	-15%
COc1ccc(NC(=O)CCSc2nc(-c3ccco3)cc(C(F)(F)F)n2)cc1OC	30%[activator]
COc1ccc(C(=O)N2CCn3c(nnc3-c3ccccc3)C2)cc1	i
Cc1nc(-c2cccc(Cl)c2)n(CC(=O)Nc2ccc(C(F)(F)F)cc2)c(=O)c1CCO	?
Cc1ccc(-c2ccc3nnc(CNC(=O)c4cccn4C)n3n2)cc1C	-18%
CN(C)Cc1nnc(C2CC(NC(=O)c3cn4cccnc4n3)C2)n1C (stereo not drawn)	1%
O[C@]12CCNC[C@H]1CN(Cc1cccc(-c3ccccc3)c1)CC2	8.9µM*
COc1ccc2nc3n(c2c1)[C@@H](CNC(C)C)COC3	?
Cc1cc(=O)c2cc(C(=O)Nc3cccc(C)c3C)ccc2[nH]1	12%
COc1ccccc1C(=O)N1CCC2(C1)C(=NC1CCCC1)NC(=O)N2c1cccnc1 (stereo not drawn)	49%[activator]
CN(Cc1ccccc1)Cc1cc(C[C@@H]2CC[C@H](O)[C@@H](CNC(=O)c3cccc(F)c3)O2)no1	?
CC1CCN(C(=O)c2cc(-c3ccc(Br)cc3)on2)CC1	56%[activator]
CC(=O)N1CCC(C2CCN(S(=O)(=O)c3cccc(Cl)c3)C2)CC1 (stereo not drawn)	-18%
CCN(C1CCOCC1)C1CN(C(=O)C2CCOC2)C1 (stereo not drawn)	6%
O=C(NC1CCCCC1)[C@@H]1C[C@@H](O)CN1C1CCN(C(=O)CN2CCCC2=O)CC1	?
O=C(NC1CCN(C(=O)N2CC3CC(C2)[C@H]2CCCC(=O)N2C3)CC1)c1n[nH]c2ccccc12 (stereo partly drawn)	i
CCC1CCc2nc3sc(C(=O)Nc4ccc(F)cc4F)c(N)c3cc2C1 (stereo not drawn)	0%
COc1cc(OC)cc(-c2nc3nc(C)c(CCC(=O)NCCC(C)C)c(C)n3n2)c1	43%[activator]
Cc1ccc(C(CC(=O)NC(C)C)c2cn(C)c3ccccc23)cc1 (stereo not drawn)	i
COCC(=O)N[C@@H]1CN(Cc2cccc(C#N)c2)C[C@H]1CO	23%
CCCNC(=O)C(CC)n1nc(CC)n2c(cc3oc(C)cc32)c1=O (stereo not drawn)	-13%
O=S(=O)(c1ccccc1C(F)(F)F)N1CCCC1c1nncn1Cc1ccncc1 (stereo not drawn)	-10%
CC(C(=O)NC1CC1)[C@@H]1CC[C@@]2(C)CC[C@H](NC(=O)Nc3cccc(F)c3)[C@@H](C)[C@@H]2[C@H]1O (stereo partly drawn)	-24%
O=C(NCCC1COc2ccccc2O1)c1ccc(N2CCCOCC2)nc1 (stereo not drawn)	i
CC1=C[C@@H](CNC(=O)CCCC(=O)O)[C@H](C(C)C)C[C@H]1Cc1nc2ccccc2n1C	?
CCOc1ccc(-c2cc(C(=O)NCc3ccc(OCC)c(OC)c3)[nH]n2)cc1	-13%
CC(=O)N1CCC(C2CCN(Cc3ccc(F)cc3F)C2)CC1 (stereo not drawn)	-10%
CC(=O)NCCNC(=O)c1ccc(-c2ncc3cnc(-c4cccc(F)c4)cn23)cc1	-13%[44.1 µM]
CN(C)c1ccc(C2CC(c3c(O)n(C4CCCCC4)c(=O)[nH]c3=O)=Nc3ccccc3S2)cc1 (stereo not drawn)	?
COc1ccc(Cl)cc1NC(=O)Cn1cnc2sc(C)c(S(=O)(=O)N3CCN(c4ccccc4OC)CC3)c2c1=O	10µM*
CCOc1ccc2c(n1)CCN(C(=O)C1CCC1)C2	-30%
Cc1nc2ccccc2n1CCc1nc2c3ccccc3nc(SCc3cccc(F)c3)n2n1	?
Remaining list, next part.
SMILES	Pf Dd2 growth
CNC(=O)c1cc2cc(-c3c(C)noc3C)nc(-c3cccc(OC)c3OC)c2o1	?
O=C1Nc2ccc(-c3ccccc3F)cc2C(=O)N2CCN(C(=O)C3CCCCC3)C[C@H]12	?
CC(CCc1ccccc1)NC(=O)Cn1ncc2c3ccccc3n(Cc3ccccc3)c2c1=O (stereo not drawn)	16%
O=C1C(N2CCN(S(=O)(=O)Cc3ccccc3F)CC2)CCN1Cc1ccccn1 (stereo not drawn)	?
COc1ccc(Cc2nc3nccc(-c4cc5ccccc5o4)n3n2)cc1	-12%
CN(C)c1ncc2c(n1)CCCC2NC(=O)CN1C(=O)NC(C)(C)C1=O (stereo not drawn)	2%
CC1(C(=O)Nc2ccc(F)c(F)c2)CCCCC(=O)N1 (stereo not drawn)	-22%
CCc1nc(Oc2cccc(F)c2)c2oc3ccccc3c2n1	-10%
O=C(NCc1cc(F)cc(F)c1)[C@H]1CN(Cc2ccccc2)C[C@H]1C(=O)O	i
CCOc1ccc(C(=O)N2CCN(c3cc(-c4ccccc4)[nH]n3)CC2)cc1OCC	?
Cc1cccc(OCCc2noc(C3CCCCN3S(C)(=O)=O)n2)c1 (stereo not drawn)	-18%
Cc1noc(C)c1C(=O)N1CCc2nn(C)c(=O)n2CC1	10%
Cc1noc([C@@H]2CN(Cc3ccco3)C[C@H]2CO)n1	8%
CCOc1ccc(-c2cn3c(n2)sc2cc(C(=O)NCCCN4CCCCCC4)ccc23)cc1	2.2µM*
O=C(Cn1ccc2cc(S(=O)(=O)N3CCCCC3)ccc21)NCCc1ccc(Cl)cc1	?
Cc1ccc2c(=O)c(C(=O)c3ccc(F)cc3)cn(CC(=O)NCc3ccccc3Cl)c2n1	-23%
CCOCCn1c(=O)[nH]c2cc(C(=O)NCCN3CCOC3=O)ccc21	-3%
CN(C)c1ccc(C(=O)NC[C@H]2C[C@@H]3CCN2C[C@@H]3CN2CCc3ccccc3C2)cc1	i
Cc1cccc(-n2c3nc(=O)n(C)c(=O)c-3cc3c(C)nn(-c4ccccc4)c32)c1C	-5%
COc1ccccc1OC1(C(=O)O)CCN(c2ncnc3nc[nH]c23)CC1	17%
COc1ccc(OC)c(NC(=O)CSC2=Nc3ccccc3C3=NC(CC(=O)NCCc4ccccc4)C(=O)N23)c1 (stereo not drawn)	?
COc1c(Cl)cc(C(=O)N(Cc2ccc(C)o2)C2CCS(=O)(=O)C2)cc1Cl (stereo not drawn)	28%
Cc1cc(C)n(Cc2ccc(C(=O)N3CC4CC(C3)[C@H]3CCCC(=O)N3C4)o2)n1 (stereo partly drawn)	-11%
COc1ccc(-c2cc3c(=O)n(CCNC(=O)c4cccc(N(C)C)c4)ccn3n2)cc1	-13%
O=C(NCCc1ccccn1)c1ccc2nccn2c1	1%[44.1 µM]
COc1ccc(-c2noc(-c3cccn3CC(=O)N3CCN(c4ccc(F)cc4)CC3)n2)cc1F	-8%
COc1ccc(C)cc1Nc1nc2c(S(=O)(=O)c3cc(C)ccc3C)nnn2c2ccsc12	-15%
CC(C)OCCCNC(=O)c1ccc(Cn2ccn3nc4c(c3c2=O)CCCC4)cc1	?
Cc1ccc(N(CC(C)C)S(=O)(=O)c2nnc(NC(=O)c3ccco3)s2)cc1	i
Cc1nc(-c2ccco2)cc([C@H]2CN3CC[C@H]2C[C@@H]3CNC(=O)Cc2cccs2)n1	?
CN1CCCC2(C1)CN(C)c1ccc(C(=O)NCC3CCCCC3)cc12 (stereo not drawn)	?
COc1ccc(-c2nc(C3CC(=O)N(c4ccc(OC)c(OC)c4)C3)no2)c(OC)c1 (stereo not drawn)	?
COC1CCCOC12CCN(C(=O)CCCn1cncn1)CC2 (stereo not drawn)	-4%
Cc1cccc(Cn2cccc(C(=O)Nc3nnc(C)s3)c2=O)c1	-20%
COC[C@@H]1CN(C(=O)c2cccc3[nH]ccc23)C[C@H]1c1nc(C)no1	30%
Cc1ccc(NC(=O)CCc2nc3cccnc3n2-c2ccccc2)cc1	12%

Next section; the last 2 above are carried over.
SMILES	Pf Dd2 growth
COC[C@@H]1CN(C(=O)c2cccc3[nH]ccc23)C[C@H]1c1nc(C)no1	30%
Cc1ccc(NC(=O)CCc2nc3cccnc3n2-c2ccccc2)cc1	12%
O=C(NCCCc1ccccc1)c1n[nH]c2c1CN(C(=O)C1CC1)CC2	i
Cn1cc(S(=O)(=O)N2CCCC2)cc1C(=O)Nc1ccc(F)cc1F	-3%
CN(C)CCNC(=O)C[C@@H]1O[C@H](CNC(=O)c2ccco2)[C@@H](O)[C@H]1O	2%[44.1 µM]
CCCc1nc(-c2nc(C3CCOC3)no2)cs1 (stereo not drawn)	-9%
O=C(C[C@@H]1O[C@H](CNC(=O)C2CCCC2)[C@@H](O)[C@H]1O)NC1CC1	-7%[44.1 µM]
COc1ccc(C(=O)NC2CCN(C(=O)c3cc4c(=O)[nH]c(C)cn4n3)CC2)cc1F	?
Cc1noc2c(N3CCN(C)CC3c3ccccc3)cc(-c3cccnc3)nc12 (stereo not drawn)	-4%[44.1 µM]
O=C(NCc1ccccc1)C1CCC(=O)N1C1CCN(C(=O)c2ccc(Cl)cc2)CC1 (stereo not drawn)	8%
O=C(NCCc1ccccn1)c1cnc2c(c1)N([S+](=O)([O-])c1cccnc1)CCC2	?
C[C@]1(CO)[C@H]2Cc3sc(NC(=O)C4CCC4)nc3[C@@H](CC(=O)N3CCCCC3)[C@]2(C)CC[C@H]1O	?
O=C(O)Cc1cccn1-c1ccc(Cl)cc1	-16%

Molecules shown so far that have a furan ring, fused or not:
SMILES	Pf Dd2 growth
COc1ccc(NC(=O)CCSc2nc(-c3ccco3)cc(C(F)(F)F)n2)cc1OC	30%[activator]
CCCNC(=O)C(CC)n1nc(CC)n2c(cc3oc(C)cc32)c1=O (stereo not drawn)	-13%
CNC(=O)c1cc2cc(-c3c(C)noc3C)nc(-c3cccc(OC)c3OC)c2o1	?
COc1ccc(Cc2nc3nccc(-c4cc5ccccc5o4)n3n2)cc1	-12%
CCc1nc(Oc2cccc(F)c2)c2oc3ccccc3c2n1	-10%
Cc1noc([C@@H]2CN(Cc3ccco3)C[C@H]2CO)n1	8%
COc1c(Cl)cc(C(=O)N(Cc2ccc(C)o2)C2CCS(=O)(=O)C2)cc1Cl (stereo not drawn)	28%
Cc1cc(C)n(Cc2ccc(C(=O)N3CC4CC(C3)[C@H]3CCCC(=O)N3C4)o2)n1 (stereo partly drawn)	-11%
Cc1ccc(N(CC(C)C)S(=O)(=O)c2nnc(NC(=O)c3ccco3)s2)cc1	i
Cc1nc(-c2ccco2)cc([C@H]2CN3CC[C@H]2C[C@@H]3CNC(=O)Cc2cccs2)n1	?
CN(C)CCNC(=O)C[C@@H]1O[C@H](CNC(=O)c2ccco2)[C@@H](O)[C@H]1O	2%[44.1 µM]
